Assay outcomes (PubChem BioAssay)
AmpC detergent = blocks E. coli AmpC beta-lactamase in detergent assay. AmpC hydrolysis of nitrocefin, absorbance 480 nm, 0.01% Triton. Potency, µM (highest dose often 114 µM), inactives show at the highest dose activity change, negative = inhibition, usual class: inhibitors. P00811. AID 485294. 370,000 compounds, 0.041% hits;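 further: potency means the concentration at half of the fitted maximal effect; 0% = no-compound wells and -100% = no-enzyme wells; nearly all actives have a fitted effect of over 25% in size; some results filed as inactive show a strong effect at the top dose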
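AmpC (5.3 nM in the dispensed reagent) in 20 mM phosphate pH 7.0 with 0.01% (detergent screen) or 0.0001% Triton X-100 was preincubated with compounds for 15 min at room temperature. Nitrocefin was then added from an 800 uM solution, and hydrolysis was followed at 480 nm.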
Tb PYK inh = T. brucei pyruvate kinase inhibition; Potency, µM (doses to about 76.8 µM), without a hit: at the highest dose activity, negative = inhibition, actives largely listed as inhibitors; AID 624173; 410,000 compounds, 0.12% hits; TbPYK enzyme, Kinase-Glo Plus ATP luminescence, 45 min; further: potency means the concentration at half of the fitted maximal effect; nearly all actives have a fitted effect of over 50% in size
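Activity of T. brucei pyruvate kinase was followed by Kinase-Glo Plus luminescence after the enzyme reacted 45 min at room temperature with 130 uM ADP (final) and substrate. Test compounds were added before ADP at multiple concentrations.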
LmPK inh = LmPK (Leishmania mexicana) enzyme inhibition | Q27686 | purified LmPK, Kinase-Glo ATP luminescence, 1 h | Potency, µM (series often up to 57.5 µM), without a hit: top-dose activity change, negative = inhibition, hits mostly inhibitors | 290,000 compounds, 0.37% hits; further: potency means the concentration at half of the fitted maximal effect
Target sequence (Q27686 whole entry, looked up): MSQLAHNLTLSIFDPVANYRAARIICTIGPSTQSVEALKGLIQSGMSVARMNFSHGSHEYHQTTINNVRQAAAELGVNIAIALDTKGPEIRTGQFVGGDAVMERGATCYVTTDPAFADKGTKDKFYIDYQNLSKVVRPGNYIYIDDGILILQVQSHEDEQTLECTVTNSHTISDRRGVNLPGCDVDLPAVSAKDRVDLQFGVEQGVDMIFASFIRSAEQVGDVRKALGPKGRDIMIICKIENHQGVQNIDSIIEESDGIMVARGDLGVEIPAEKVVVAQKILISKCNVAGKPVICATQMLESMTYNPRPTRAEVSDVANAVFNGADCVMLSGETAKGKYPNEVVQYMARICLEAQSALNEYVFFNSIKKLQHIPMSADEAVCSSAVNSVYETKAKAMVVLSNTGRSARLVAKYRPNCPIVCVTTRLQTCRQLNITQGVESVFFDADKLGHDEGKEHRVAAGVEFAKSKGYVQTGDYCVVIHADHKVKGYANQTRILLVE
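Kinase-Glo luminescence read after 1 h RT reaction of 0.1 nM LmPK with 0.5 mM PEP and 0.1 mM ADP. Activity scaled between uninhibited and enzyme-free controls.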
Sm TGR inh = S. mansoni TGR enzyme inhibition | 360,000 compounds, 3% hits | AID 485364 | purified TGR, DTNB reduction, TNB absorbance 405 nm | Potency, µM (top dose mostly 114 µM), for inactives: top-dose activity change, negative = inhibition, most hits filed as inhibitors | Q962Y6; further: potency means the concentration at half of the fitted maximal effect; nearly all actives have a fitted effect of over 60% in size
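First, TGR (20 nM dispensed) and NADPH were mixed with compound. Second, a 15 min room-temperature incubation followed. Third, further NADPH and then DTNB were added to start the reaction. Finally, TNB absorbance was monitored kinetically.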
AMA1 RON2 block = AMA1-RON2 (P. falciparum) interaction inhibition; AlphaScreen AMA1-biotinylated RON2 peptide binding; Potency, µM (top dose mostly 58.2 µM), inactives show at the highest dose activity change, negative = inhibition, actives largely listed as inhibitors; 360,000 compounds, 0.2% hits; AID 720542;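 further: potency means the concentration at half of the fitted maximal effect; 0% = vehicle wells and -100% = peptide control; nearly all actives have a fitted effect of over 45% in size; some results filed as inactive show a strong effect at the top dose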
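AMA1 (3D7) with his tag at 25 nM final met compounds first, then biotinylated RON2 peptide at 25 nM; detection used donor plus acceptor beads, 10 µg/mL apiece, read by AlphaScreen after 30 min at room temperature.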
AmpC no deterg = blocks E. coli AmpC beta-lactamase in detergent-free assay. AmpC nitrocefin hydrolysis, absorbance 480 nm, 0.0001% Triton. Potency, µM (titrated, usually from 57.1 µM), for the others: at the top dose activity change, negative = inhibition, most hits filed as inhibitors. 330,000 compounds, 0.52% hits;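 further: potency means the concentration at half of the fitted maximal effect; plate controls were no compound for no effect and no enzyme for full effect; nearly all actives have a fitted effect of over 20% in size; some results filed as inactive show a strong effect at the top dose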
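20 mM phosphate pH 7.0 + 0.01% (detergent screen) or 0.0001% Triton X-100; 5.3 nM AmpC reagent; cpd preinc 15 min RT; nitrocefin (800 uM stock) to start; A480 q20 s × 4 min; Activity was normalised to no-enzyme and no-compound control wells.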
HCMV inh = inhibitors of human cytomegalovirus; HFF cells, HCMV-luciferase reporter, 72 h; active compounds read low; activity change, negative = inhibition, % at 57.5 µM; 410,000 compounds, 4.5% hits; AID 1259415; in the data active means activity change below about -60%; inconclusive means no clear call, values can overlap the other calls; inactive means above about -39%
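Screen run at 2 compound doses on HFFs infected with reporter HCMV, MOI 1 PFU/cell. Luciferase activity from cell lysates at 72 h post infection gave inhibition relative to buffer-only and Salinomycin wells.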
Starred values were filed as active, the others as inactive; ? = inconclusive; / = no result given; [ ] = remark or other dose. Unless noted, the call rests on the fitted dose curve; in most records, active means well fitted curve in the direction sought with a large enough effect; inconclusive means small, poorly fitted or top-dose-only effect, or another doubt; inactive means no such curve, though single readings can be large; an effect the other way counts as inactive or inconclusive. Unless noted, on the % scale 0 is the no-effect control and ±100 the full control effect.

Compound,AmpC detergent,Tb PYK inh,LmPK inh,Sm TGR inh,AMA1 RON2 block,AmpC no deterg,HCMV inh
CCOc1ccc(-c2c(C#N)c(N)nc3c2c(=O)n(C)c(=O)n3C)cc1OC,-10%,0%,-2%,5%,-7%,-13%,-33
CC1=C(C(=O)Nc2ccccc2F)C(c2cccs2)C2=C(CCCC2=O)N1 (stereo not given),6%,-3%,6%,/,-2%,2%,?
COc1cc(=O)[nH]c(SC(C)C(=O)Nc2nc3c(s2)CCCC3)n1 (stereo not given),-13%,2%,1%,0%,3%,-20%,-1
Nc1ccccc1NC1CCCCC1,3%,-3%,-1%,-5%,?,-31%,21
CS(=O)(=O)c1ccc(Cl)c(C(=O)Nc2ccc3nc(N4CCOCC4)sc3c2)c1,-3%,5%,/,-13%,-5%,19%,0
O=C(Cn1cc(S(=O)(=O)Cc2cccc(Cl)c2)c2ccccc21)Nc1ccc(F)c(Cl)c1,-1%,0%[15.4 µM],/,-4%,/,/,0
CCN(CC)C(=O)C1CCCN(Cc2sccc2C)C1 (stereo not given),-15%,-3%,3%,-32%,-14%,-5%,1
O=C(CN1C(=O)c2ccccc2S1(=O)=O)c1ccc(F)cc1,-2%,1%,-2%,-8%,-18%,-11%,-67*
COCCCNC(=O)c1ccc2c(c1)ncn2-c1ccc(C)cc1C,?,2%,1%,11%,12%,19%,/
Cc1ccc(NC(=O)CCN2C(=O)c3ccccc3Sc3ncccc32)c(Cl)c1,-13%,-14%,/,11%,/,/,-20
NC(=S)NNC(=O)c1cc(C(F)(F)F)cc(C(F)(F)F)c1,6%,-25%,2%,4%,47%[activator],-2%,3
CC(=O)CCc1c[nH]c2c(C(=O)O)cccc12,-12%,-1%,0%,7%,5%,-9%,2
Cc1ccc(C)n1-c1cccc(N)c1,?,/,-1%,-9%,/,-9%,/
CC(=O)Nc1ccc(NC(=O)C(C)OC(=O)C2CCN(S(=O)(=O)c3cccs3)CC2)cc1 (stereo not given),-5%,-1%,-3%,-31%,-5%,105%[activator],1
CC(=O)c1ccc(C(=O)N2CCCC(N3CCN(c4ccc(F)cc4)CC3)C2)s1 (stereo not given),2%,-3%,-6%,48%[activator],-1%,-8%,4
O=C1CCc2cc(S(=O)(=O)N3CCC(C(=O)NC4CCCCCCC4)CC3)ccc2N1,?,-3%,-5%,1%,-3%,-18%,1
Nc1cc(C(=O)N2CCN(c3cccc(Cl)c3)CC2)ccc1N1CC2CC(C1)c1cccc(=O)n1C2 (stereo not given),/,4%,/,/,-7%,/,-25
Cc1[nH]c(=O)nc(NN=Cc2ccc(Cl)cc2)c1C(=O)Nc1ccc(Cl)cc1,/,2%,/,/,19%,/,-11
Cc1ccc(-n2c(-c3cccs3)nc3ccccc3c2=O)cc1,?,-6%,1%,4%,-1%,-13%,-10
CCOc1ccccc1-c1nc(CN2CCC(C(=O)N3CCOCC3)CC2)c(C)o1,-2%,-1%,-9%,-24%,-4%,98%,?

Quoted at random: 6 entries already listed.
Compound,AmpC detergent,Tb PYK inh,LmPK inh,Sm TGR inh,AMA1 RON2 block,AmpC no deterg,HCMV inh
COc1cc(=O)[nH]c(SC(C)C(=O)Nc2nc3c(s2)CCCC3)n1 (stereo not given),-13%,2%,1%,0%,3%,-20%,-1
Nc1ccccc1NC1CCCCC1,3%,-3%,-1%,-5%,?,-31%,21
Nc1cc(C(=O)N2CCN(c3cccc(Cl)c3)CC2)ccc1N1CC2CC(C1)c1cccc(=O)n1C2 (stereo not given),/,4%,/,/,-7%,/,-25
O=C(CN1C(=O)c2ccccc2S1(=O)=O)c1ccc(F)cc1,-2%,1%,-2%,-8%,-18%,-11%,-67*
COCCCNC(=O)c1ccc2c(c1)ncn2-c1ccc(C)cc1C,?,2%,1%,11%,12%,19%,/
CC1=C(C(=O)Nc2ccccc2F)C(c2cccs2)C2=C(CCCC2=O)N1 (stereo not given),6%,-3%,6%,/,-2%,2%,?

Other structures
Compound,AmpC detergent,Tb PYK inh,LmPK inh,Sm TGR inh,AMA1 RON2 block,AmpC no deterg,HCMV inh
Cc1ccc(C)c(N2C(=O)N(C)c3ccccc3S2(=O)=O)c1,5%,1%,/,17%,/,/,-11
COc1cc(/C=C2\C(=O)N(c3ccc(NC(C)=O)cc3)N=C2c2ccccc2)ccc1O,?,-9%,-15%,-3%,0%,113%[activator],20
CC(=O)N1c2ccccc2CC1C(=O)NCc1cccc(Cl)c1 (stereo not given),17%,-6%,/,6%,/,/,38
CCOC(=O)CCC(=O)Nc1ccc(S(=O)(=O)N2CCCC2)cc1,0%,-7%,1%,-12%,6%,-13%,-15
COc1ccccc1NC(=O)NCCCN1CCN(c2cccc(Cl)c2)CC1,-12%,0%,-5%,4%,-16%,90%[activator],-21
CCNC(=O)C1(C)CCCN(C(=O)c2ccc3sccc3c2)C1 (stereo not given),/,2%,/,/,9%,/,7
CCc1cccc(C)c1NC(=O)COn1nnc2ccc(C(F)(F)F)cc21,0%,-16%,3%,0%,-3%,11%,-18
CCc1ccc(NC(=O)CCc2c(C)nn(-c3ccc(N4CCCCC4)nn3)c2C)cc1,-17%,0%,10%,-13%,-11%,100%[activator],11

By substructure: the entries above containing an NH in an aromatic ring.
Compound,AmpC detergent,Tb PYK inh,LmPK inh,Sm TGR inh,AMA1 RON2 block,AmpC no deterg,HCMV inh
COc1cc(=O)[nH]c(SC(C)C(=O)Nc2nc3c(s2)CCCC3)n1 (stereo not given),-13%,2%,1%,0%,3%,-20%,-1
CC(=O)CCc1c[nH]c2c(C(=O)O)cccc12,-12%,-1%,0%,7%,5%,-9%,2
Cc1[nH]c(=O)nc(NN=Cc2ccc(Cl)cc2)c1C(=O)Nc1ccc(Cl)cc1,/,2%,/,/,19%,/,-11
